miR122 inh: miR-122 inhibition in Huh7 cells | 340,000 tested, 0.3% active | AID 602342 | activation (reporter increase), % at 12.5 µM | Huh7 miR-122 Renilla luciferase sensor, 48 h; neutral wells = 0, positive control = 100;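 active means mean replicate activation score at least 90 and every replicate individually at or above 90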;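 further: higher luciferase means less miR-122 activity so hits act as miR-122 inhibitors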
Cneo AK release: Cryptococcus neoformans lysis via adenylate kinase release. C. neoformans lysis, adenylate kinase release luminescence, 4 h; normalised: neutral wells 0, clomiphene wells 100. lysis activity, % at 15 µM. 360,000 tested, 0.2% active. AID 651654;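 active means mean lysis activity across replicates of at least 80%, whatever share of replicates individually reach that level; inactive means mean lysis activity below 80%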
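Assay system: Cryptococcus neoformans yeast cells / Dosing: single-point compound dose / Timing: 4 h at 37 °C static, read 1 h later / Measured by: luminescence of released adenylate kinase using an AK detection reagent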
ERp5 block: ERp5 (human) disulfide isomerase inhibition; Q15084; ERp5 insulin aggregation, absorbance 650 nm, 90 min; inhibition, % at 9.99 µM; 350,000 tested, 0.05% active; AID 651711;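 active means mean replicate inhibition above about 25%, with every replicate also reaching it, limit read from the data, passing the limit was not always enough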
Target sequence (Q15084 whole entry, looked up): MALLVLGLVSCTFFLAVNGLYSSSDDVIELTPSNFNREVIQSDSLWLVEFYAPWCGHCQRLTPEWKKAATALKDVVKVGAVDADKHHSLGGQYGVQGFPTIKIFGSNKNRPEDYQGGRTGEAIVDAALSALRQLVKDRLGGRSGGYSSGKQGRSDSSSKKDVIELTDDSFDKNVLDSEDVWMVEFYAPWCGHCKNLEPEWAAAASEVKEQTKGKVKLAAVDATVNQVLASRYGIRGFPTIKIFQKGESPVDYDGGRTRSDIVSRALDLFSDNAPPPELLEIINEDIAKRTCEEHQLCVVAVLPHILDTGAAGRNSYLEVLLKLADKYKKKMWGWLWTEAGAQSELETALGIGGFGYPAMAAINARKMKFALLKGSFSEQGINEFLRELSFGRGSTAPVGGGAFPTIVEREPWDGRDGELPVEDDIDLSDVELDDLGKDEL
ARNT-TACC3 inh: disrupts binding between human ARNT and TACC3 | Q9Y6A5 | AlphaScreen His-ARNT PAS-B/GST-TACC3 binding, luminescence; TACC3 fragment carries E629A point mutation | inhibition, % at 9.99 µM | 390,000 tested, 0.66% active | AID 623870;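 active means mean inhibition of replicates at least 50% and at least half of replicates each reaching 50%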;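 further: 0% = complete ARNT plus TACC3 wells and 100% = ARNT alone without TACC3; many hits fall short of the cut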
esBAF inh: SWI/SNF esBAF complex inhibition | reporter increase, % at 12.5 µM | 350,000 tested, 2% active | mouse ES cells, Bmi1-luciferase knock-in reporter, 24 h; 100% = twice the neutral-well signal; in the data active means activation above about 40%;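 further: 0% = median of the plate's neutral control wells and 100% = double that signal; a rise in the Bmi1 reporter signal indicates esBAF inhibition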
C2C12 statin: suppressors of simvastatin-induced myotoxicity in C2C12 myotubes; ATP luminescence, 48 h; scaled: DMSO 0, geranylgeraniol control 100; rescue of ATP level, % at 7.49 µM; 330,000 tested, 0.78% active; AID 602340;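 active means mean ATP rescue above about 67%, or every replicate alone reaching that limit, limit read from the data, passing the limit was not always enough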;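 further: myotubes were challenged with 10 µM simvastatin during compound exposure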
SIRT5 block: inhibitors of human sirtuin-5 desuccinylase; Purified SirT5, succinyl-peptide AMC, trypsin-coupled fluorescence; inhibition, % at 15 µM; 330,000 tested, 1.1% active; AID 652115; in the data active means inhibition above about 15%
Target sequence (Q9NXA8 whole entry, looked up): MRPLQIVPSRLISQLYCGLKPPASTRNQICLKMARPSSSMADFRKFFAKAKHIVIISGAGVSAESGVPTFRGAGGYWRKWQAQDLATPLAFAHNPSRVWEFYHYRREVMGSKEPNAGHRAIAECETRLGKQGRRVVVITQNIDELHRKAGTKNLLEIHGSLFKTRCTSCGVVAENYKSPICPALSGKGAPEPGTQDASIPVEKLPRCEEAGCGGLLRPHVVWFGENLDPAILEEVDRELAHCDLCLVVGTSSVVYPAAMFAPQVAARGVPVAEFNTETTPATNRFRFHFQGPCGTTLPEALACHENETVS
Starred values were filed as active, the others as inactive; nt = no result given; & = joins results of further samples; [ ] = remark or other dose. Not a hit list, and some 4% of all compounds hit somewhere here.

SMILES	miR122 inh	Cneo AK release	ERp5 block	ARNT-TACC3 inh	esBAF inh	C2C12 statin	SIRT5 block
CC(C)[C@H](NC(=O)c1ccccc1F)C(=O)NCCc1ccccc1	-2	-3	-1	-1	0	24	3
Cc1cc(-c2nc3cccnc3s2)ccc1NS(=O)(=O)c1ccc2c(c1)OCCO2	nt	4	5	nt	-6	0	-6
Cc1c(Cl)c([N+](=O)[O-])nn1CCCC(=O)NC(C)c1ccccc1 (configuration not stated)	8	-3	nt	2	nt	nt	nt
Cc1nn(-c2ccccc2)c2sc(C(=O)O)cc12	-4	0	nt	27	7	3	nt
C[C@H]1CN([C@@H](C)CO)S(=O)(=O)c2ccc(C3=CCCCC3)cc2O[C@@H]1CN(C)S(=O)(=O)c1cn(C)cn1	-12[16.7 µM]	nt	nt	nt	-1	7	nt
C[C@@H]1CCCCO[C@@H](CN(C)CC2CC2)[C@H](C)CN([C@@H](C)CO)C(=O)c2cc(NC(=O)CCC(F)(F)F)ccc2O1	3[16.7 µM]	16	8	-2	-2	nt	1
COc1ccccc1NC(=O)C1C2C=CC3(CN(Cc4cccnc4)C(=O)C13)O2 (configuration not stated)	0	1	3	0	4	-1	-2
CC(=O)c1ccc(Sc2ccccc2)cc1	1	4	nt	-6	-4	6	nt
CN/N=C(\Cc1nc2ccccc2[nH]1)c1ccc([N+](=O)[O-])cc1	nt	nt	0	-1	nt	nt	1
COc1ccc(NC(=O)N(C)C[C@H]2Oc3ccc(NC(=O)Cn4cnnn4)cc3C(=O)N([C@H](C)CO)C[C@@H]2C)cc1	-2[16.7 µM]	1&1	4&-2	-7&1	6&-1	63&-9	4
COc1ccccc1Nc1nc(NCC(C)C)nc(N)c1[N+](=O)[O-]	-4	nt	4	3	8	-6	2
Cn1nccc1NC(=O)CSCC(=O)O	nt	nt	3	-10	nt	nt	-2
CCC(C)[C@H](NC(=O)OC(C)(C)C)C(=O)N/N=C/c1ccc2nccnc2c1 (some centres not stated)	nt	-1	nt	-3	1	0	nt
C=CCc1cccc2cc(C(=O)N3CCN(C(=O)c4ccco4)CC3)c(=O)oc12	-6	0	6	-21	-1	1	nt
CCS(=O)(=O)NCCc1csc(-c2ccc(OC)c(OC)c2)n1	nt	nt	0	-1	nt	nt	-13
COc1ccc(S(=O)(=O)Nc2ccc3c(c2)C(=O)N([C@H](C)CO)C[C@H](C)[C@@H](CN(C)C(=O)Nc2ccc(F)cc2)OCCCC[C@H](C)O3)cc1	-2	-3	-2&4	-14	17&-2	-9&-8	0&14
Cc1cc(NC(=O)CCC(=O)N(C(C(=O)NC(C)(C)C)c2ccccc2Cl)C(C)(C)C)no1 (configuration not stated)	-3	2	1	10	-1	-14	-4
COc1ccccc1N(C)S(=O)(=O)c1ccc(Cl)c(C(=O)NCc2ccco2)c1	-1	-2	6	3	5	-4	-2
COc1ccccc1OCCCn1c(=O)oc2ccccc21	12	0	nt	-5	22	nt	nt
COc1cc(C2NC(=O)NC(C)=C2C(C)=O)cc(OC)c1OC (configuration not stated)	nt	nt	1	-30	nt	nt	1
CCOC(=O)/C(C#N)=C\c1ccc(N2CCN(C)CC2)cc1	3	-2	nt	2	9	6	nt
CCCN(C)C[C@H]1OCCCC[C@H](C)Oc2ccc(NS(=O)(=O)c3cccs3)cc2C(=O)N([C@H](C)CO)C[C@H]1C	-1[16.7 µM]	2	-1	-2	1	nt	-5
CCc1ccccc1NC(=O)CCc1nc(-c2ccc(C)cc2)no1	3	-2	nt	-6	nt	nt	nt
CCOC(=O)c1cccc(N2C(=O)C3C(C(=O)NC4CC4)C4(C)C=CC3(O4)C2C(=O)NC(C)(C)C)c1 (configuration not stated)	-2	1	nt	-3	1	-14	nt
COc1ccc(C2=NOC(C(=O)NCc3ccco3)C2)cc1 (configuration not stated)	12	8	nt	-1	1	-76	nt
O=C(CC(SCCO)c1ccc2c(c1)OCO2)c1cccs1 (configuration not stated)	nt	-2	2	6	84*	24	0
CCC(=O)Nc1ccc(N2CCN(C(=O)c3ccco3)CC2)c(Cl)c1	-2	-3	2	5	-2	5	-2
CCCn1c(C(C)Nc2nc(-c3ccc(C)cc3)cs2)nc2cc(Cl)c(Cl)cc21 (configuration not stated)	15	-1	0	-3	-3	-5	3
COc1cc(/C=N/NC(=O)Cn2cnc3c2c(=O)n(C)c(=O)n3C)ccc1O	-5	-5	2	-1	nt	nt	1
COc1ccc(C2Nc3ccccc3C(=O)N2NS(=O)(=O)c2ccccc2)cc1OC (configuration not stated)	nt	nt	-7	-5	nt	nt	-1
C[C@@H]1CN([C@@H](C)CO)C(=O)Cc2cc(NC(=O)Cn3cnnn3)ccc2O[C@@H]1CN(C)C(=O)Nc1ccc(C(F)(F)F)cc1	-1[16.7 µM]	-5	-1	-7	5	-3	-4
COc1cc(C(=O)Nc2ccc(-n3cnnn3)c(C)c2)cc(OC)c1OC	-3	1	nt	-23	-6	-28	nt
COC(=O)CNC(=O)CSc1nc(N)cc(=O)[nH]1	-16	0	nt	4	-4	-29	nt
CS(=O)(=O)Nc1ccc2c(c1)[C@@H]1C[C@H](CC(=O)NCc3ccc(Oc4ccccc4)cc3)O[C@H](CO)[C@@H]1O2	3[16.7 µM]	4	11	2	8	7	-1
C[C@@H]1CN([C@H](C)CO)C(=O)c2cc(NC(=O)Cc3ccccc3)ccc2O[C@H]1CN(C)S(=O)(=O)c1ccccc1	-2[16.7 µM]	-1	-1	-1	1	-28	5
Cc1cc(C)n(CCC(=O)N2CCN(S(=O)(=O)c3ccccc3)CC2)n1	nt	3	2	-13	-5	-5	-1
CCN(CC)C(=O)CSC(=Nc1ccccc1F)NC#N	-3	0	nt	2	36	1	nt
C/C(=N/NC(=O)c1ccc(Cl)s1)c1ccc(NC(=O)COc2ccc(Cl)cc2)cc1	-8	-5	nt	-3	-5	-41	nt
CCOc1ccc(N2C(=O)CC(N3CCN(c4ccccc4F)CC3)C2=O)cc1 (configuration not stated)	-1	-3	nt	-1	-3	nt	nt
CC1(C)CN(C2CCCCC2)C(=O)[C@H]1CC(=O)Nc1ccccc1	1	0	-2	nt	-5	4	-5
Cc1cc(C(=O)Nc2cccc3c2O[C@@H](CN(C)C(=O)NC2CCCCC2)[C@@H](C)CN([C@@H](C)CO)C3=O)n(C)n1	-10[16.7 µM]	-7	3	-10	3	-36	2
Cc1cc(F)ccc1S(=O)(=O)NCC(c1ccc2c(c1)OCO2)N1CCOCC1 (configuration not stated)	nt	1	0	6	-4	1	-3
Cc1ccc(S(=O)(=O)N2CCN(C(=O)CN3CCCCC3)C2C(C)C)cc1 (configuration not stated)	2	nt	8	0	nt	nt	-1
C[C@H](CO)N1C[C@H](C)[C@H](CN(C)Cc2cncnc2)Oc2cc(C3=CCCC3)ccc2S1(=O)=O	6[16.7 µM]	1	5	2	-3	0	-2
CO[C@H]1CN(C)C(=O)c2ccc(NC(=O)C3CCC3)cc2OC[C@H](C)N(Cc2cccnc2)C[C@@H]1C	1[16.7 µM]	1	0	-13	0	5	2
COc1ccc(C2NC(=O)NC(C)=C2C(=O)Nc2cccc(C)c2C)cc1 (configuration not stated)	-9	0	-2	-6	-12	-1	1
CCOC(=O)c1sc(NC(=S)NC(=O)c2cccc(OC)c2)nc1C	4	0	-3	0	9	-6	1
CNc1nc(N)c([N+](=O)[O-])c(N2CCCCCC2)n1	nt	nt	2	-1	-6	-3	1
C[C@H](CO)N1C[C@H](C)[C@H](CN(C)Cc2ccccn2)Oc2ncc(C#Cc3cccc(F)c3)cc2C1=O	-11[16.7 µM]	1	0	-6	-13	-16	-2
Cc1ccc(C(=O)C(C)OC(=O)c2cc(=O)[nH]c3ccccc23)cc1 (configuration not stated)	nt	1	-2	-1	6	0	1
Cc1ccc2c(n1)CC(C)(C)CC2=O	2	3	nt	-4	-3	1	nt
COc1ccc(N(C)C(=O)C2CCCN2S(=O)(=O)c2cccc3nsnc23)cc1 (configuration not stated)	3	0	0	1	-1	0	1
COc1cccc(C2CC(C(F)(F)F)n3nc(C(=O)NCc4cccnc4)cc3N2)c1 (configuration not stated)	-4	nt	nt	-4	1	7	nt
O=C1C2C(C(=O)N1c1ccc3c(c1)OCO3)C1C=CC2C12CC2 (configuration not stated)	-2	3	1	-2	-1	-6	-1
O=C1O[C@@H](c2ccccc2)[C@@H](c2ccccc2)N2[C@@H](c3ccccc3OCCO)[C@]3(C(=O)Nc4ccc(C#CC5=CCCCC5)cc43)[C@@H](C(=O)N3CCN(c4ncccn4)CC3)[C@H]12	nt	-1	-1	27	nt	nt	17*
COc1ccc(/C=C/C(=O)N2CC(C)OC(C)C2)cc1OC (configuration not stated)	-1	2	4	5	-5	9	nt
Cc1ccc(S(=O)(=O)Nc2c(NC3CCCCC3)c3ccccc3oc2=O)c(C)c1	11	-3	nt	4	-1	18	nt
CCOc1ccccc1N1CCN(C(=S)NCc2ccccc2)CC1	-4	-1	3	1	-4	4	0
O=C1c2cccc3cccc(c23)C(=O)N1CC1CCN(CC(O)COc2ccc3ccccc3c2)CC1 (configuration not stated)	-29	66	4	5	nt	nt	-2
O=C(Nc1ccc(N2CCOCC2)cc1)c1cccc(S(=O)(=O)N2CCCCCC2)c1	8	0	3	-1	3	-12	-2
Cc1cc(-n2nc(C)cc2C)n2nc(C)c(-c3ccccc3)c2n1	nt	-2	nt	0	-5	0	nt

Copied from the results shown (16 entries):
SMILES	miR122 inh	Cneo AK release	ERp5 block	ARNT-TACC3 inh	esBAF inh	C2C12 statin	SIRT5 block
Cc1cc(C(=O)Nc2cccc3c2O[C@@H](CN(C)C(=O)NC2CCCCC2)[C@@H](C)CN([C@@H](C)CO)C3=O)n(C)n1	-10[16.7 µM]	-7	3	-10	3	-36	2
Cc1cc(F)ccc1S(=O)(=O)NCC(c1ccc2c(c1)OCO2)N1CCOCC1 (configuration not stated)	nt	1	0	6	-4	1	-3
Cc1ccc(S(=O)(=O)N2CCN(C(=O)CN3CCCCC3)C2C(C)C)cc1 (configuration not stated)	2	nt	8	0	nt	nt	-1
C[C@H](CO)N1C[C@H](C)[C@H](CN(C)Cc2cncnc2)Oc2cc(C3=CCCC3)ccc2S1(=O)=O	6[16.7 µM]	1	5	2	-3	0	-2
CO[C@H]1CN(C)C(=O)c2ccc(NC(=O)C3CCC3)cc2OC[C@H](C)N(Cc2cccnc2)C[C@@H]1C	1[16.7 µM]	1	0	-13	0	5	2
COc1ccc(C2NC(=O)NC(C)=C2C(=O)Nc2cccc(C)c2C)cc1 (configuration not stated)	-9	0	-2	-6	-12	-1	1
CCOC(=O)c1sc(NC(=S)NC(=O)c2cccc(OC)c2)nc1C	4	0	-3	0	9	-6	1
CNc1nc(N)c([N+](=O)[O-])c(N2CCCCCC2)n1	nt	nt	2	-1	-6	-3	1
C[C@H](CO)N1C[C@H](C)[C@H](CN(C)Cc2ccccn2)Oc2ncc(C#Cc3cccc(F)c3)cc2C1=O	-11[16.7 µM]	1	0	-6	-13	-16	-2
Cc1ccc(C(=O)C(C)OC(=O)c2cc(=O)[nH]c3ccccc23)cc1 (configuration not stated)	nt	1	-2	-1	6	0	1
Cc1ccc2c(n1)CC(C)(C)CC2=O	2	3	nt	-4	-3	1	nt
COc1ccc(N(C)C(=O)C2CCCN2S(=O)(=O)c2cccc3nsnc23)cc1 (configuration not stated)	3	0	0	1	-1	0	1
COc1cccc(C2CC(C(F)(F)F)n3nc(C(=O)NCc4cccnc4)cc3N2)c1 (configuration not stated)	-4	nt	nt	-4	1	7	nt
O=C1C2C(C(=O)N1c1ccc3c(c1)OCO3)C1C=CC2C12CC2 (configuration not stated)	-2	3	1	-2	-1	-6	-1
O=C1O[C@@H](c2ccccc2)[C@@H](c2ccccc2)N2[C@@H](c3ccccc3OCCO)[C@]3(C(=O)Nc4ccc(C#CC5=CCCCC5)cc43)[C@@H](C(=O)N3CCN(c4ncccn4)CC3)[C@H]12	nt	-1	-1	27	nt	nt	17*
COc1ccc(/C=C/C(=O)N2CC(C)OC(C)C2)cc1OC (configuration not stated)	-1	2	4	5	-5	9	nt
